# Assay outcomes deposited in PubChem by National Center for Advancing Translational Sciences (NCATS).
# ALDH1A1 inh: ALDH1A1 (human) enzyme inhibition | P00352 | Purified ALDH1A1, NADH fluorescence, propionaldehyde substrate | Potency, µM (highest dose often 75.3 µM), without a hit: top-dose activity, negative = inhibition, usual class: inhibitors | hit rate 7.3% among 220,000 | AID 1030; active = well fitted inhibition curve with a large enough effect, not every such curve was filed as active; inconclusive = small, poorly fitted or top-dose-only effect, or another doubt; inactive = no such curve, though single readings can be large or run the other way;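 note: plate controls were no enzyme wells and a reference inhibitor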
# GoLoco inh red: inhibitors of human Gai1-RGS12 GoLoco interaction (red fluorophore); P63096; Gai1:RGS12 GoLoco peptide FP, rhodamine, 10 min; Potency, µM (series often up to 61.6 µM), inactives show at the highest dose activity, negative = inhibition, usual class: inhibitors; hit rate 0.44% among 230,000; AID 880; active = well fitted inhibition curve with a large enough effect, not every such curve was filed as active; inactive = no such curve, though single readings can be large or run the other way; note: % is set by controls: 0 for no effect and ±100 for the full control effect; nearly all actives have a fitted effect of over 30% in size; many of its hits are not listed in these tables
# TR SRC2 fluor cs: Texas Red fluorescence interference in TRb-SRC2 counter-screen. hit rate 0.29% among 280,000. AID 1479. TRb/SRC2 Texas Red total fluorescence interference. Potency, µM (titrated, usually from 106 µM), for inactives: at the highest dose fluorescence change, negative = quenching; active = well fitted curve in either direction with a large enough effect; inconclusive = small, poorly fitted or top-dose-only effect; note: % is set by controls: 0 for no effect and ±100 for the full control effect
#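 Flags fluorescent or light-absorbing compounds by total fluorescence, S + 2P, at 555 nm excitation and 632 nm emission. Mixture: 20 nM Texas Red SRC2 peptide, 0.6 uM human TRb LBD, 1 uM T3, 5% DMSO; compound exposure 5 h at ambient temperature.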
# TRb-SRC2 inh: inhibitors of human thyroid hormone receptor beta-SRC2 interaction; P10828; TRbeta-SRC2 peptide binding, fluorescence polarization; receptor liganded with 1 µM T3; Potency, µM (titrated, usually from 106 µM), inactives show top-dose activity change, negative = inhibition, actives largely listed as inhibitors; hit rate 0.065% among 280,000; AID 1469;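 note: plate controls were bound peptide for no effect and peptide without receptor for full effect; nearly all actives have a fitted effect of over 50% in size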
#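 TRb LBD 0.6 uM + Texas Red SRC2 peptide 20 nM, 1 uM T3, Tris buffer w/ 5% DMSO; compound pinned, 5 h RT; FP read ex 555/em 632; normalized to unbound and bound controls.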
# LMNA splice mod: LMNA splicing modulation; HeLa LMNA splicing GFP/RFP minigene ratio, 48 h; Potency, µM (doses to about 46.1 µM), inactives show at the highest dose ratio change, negative = inhibition, most hits filed as inhibitors; hit rate 0.01% among 200,000; active = well fitted inhibition curve with a large enough effect in the signal ratio, with a control signal flat, not every such curve was filed as active; inconclusive = small, poorly fitted or top-dose-only effect, or effect the other way, or a change in a side signal; the % refers to the signal ratio; note: % is set by controls: 0 for no effect and ±100 for the full control effect
#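 S3 HeLa stable clones carrying a lamin A-EGFP splicing minigene plus DsRed2 were seeded at 600 cells/well in Opti-MEM with 2% FBS, pin-dosed and incubated 48 h at 37°C. Acumen cytometry (488 nm) gave the GFP/RFP total-intensity ratio.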
# RECQ1 inh: blocks DNA unwinding by human RECQ1; Potency, µM (highest dose often 57.3 µM), without a hit: at the highest dose activity, negative = inhibition, actives largely listed as inhibitors; RECQ1 DNA unwinding, red fluorescence kinetic read; P46063; hit rate 0.54% among 240,000;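 note: plate controls were vehicle for no effect and no enzyme for full effect; nearly all actives have a fitted effect of over 30% in size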
# Target sequence (P46063 whole entry, looked up): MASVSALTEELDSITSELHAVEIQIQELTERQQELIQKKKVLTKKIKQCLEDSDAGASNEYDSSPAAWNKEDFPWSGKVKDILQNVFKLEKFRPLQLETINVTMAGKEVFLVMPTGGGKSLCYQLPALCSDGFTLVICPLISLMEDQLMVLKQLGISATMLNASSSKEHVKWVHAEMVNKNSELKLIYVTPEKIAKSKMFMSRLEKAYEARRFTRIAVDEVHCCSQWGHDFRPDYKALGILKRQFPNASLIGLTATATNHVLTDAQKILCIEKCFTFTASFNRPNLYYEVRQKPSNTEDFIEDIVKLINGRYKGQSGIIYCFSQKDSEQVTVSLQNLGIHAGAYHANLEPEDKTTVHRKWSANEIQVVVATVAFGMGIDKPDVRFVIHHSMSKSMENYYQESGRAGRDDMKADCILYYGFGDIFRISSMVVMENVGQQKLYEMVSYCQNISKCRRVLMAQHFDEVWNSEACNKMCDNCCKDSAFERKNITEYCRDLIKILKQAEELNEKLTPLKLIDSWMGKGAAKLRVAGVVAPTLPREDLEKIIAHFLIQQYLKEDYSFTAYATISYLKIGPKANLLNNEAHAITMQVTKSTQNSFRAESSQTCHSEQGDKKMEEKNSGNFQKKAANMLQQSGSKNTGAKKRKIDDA
#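 RECQ1T1 50 nM; forked duplex (20 bp + 30-nt ss tails) 200 nM, ATP 2 mM final; pH 8.0, 2 mM MgCl2, 2.5 ug/ml poly(dI-dC); 15 min compound preincubation; discontinuous kinetic read over 2 h at RT.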
# JMJD2E inh: blocks human JMJD2E demethylase activity; JMJD2E catalytic domain, FDH-coupled NADH fluorescence (FDH is formaldehyde dehydrogenase); B2RXH2; Potency, µM (titrated, usually from 57.1 µM), for inactives: at the top dose activity change, negative = inhibition, actives largely listed as inhibitors; hit rate 1.6% among 230,000; AID 2147; active = well fitted inhibition curve with a large enough effect, not every such curve was filed as active; inconclusive = small, poorly fitted or top-dose-only effect, or another doubt; inactive = no such curve, though single readings can be large or run the other way;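 note: 0% = wells with enzyme and -100% = buffer wells without enzyme; nearly all actives have a fitted effect of over 50% in size; many of its hits are not listed in these tables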
# Target sequence (B2RXH2 1-337 limits assumed): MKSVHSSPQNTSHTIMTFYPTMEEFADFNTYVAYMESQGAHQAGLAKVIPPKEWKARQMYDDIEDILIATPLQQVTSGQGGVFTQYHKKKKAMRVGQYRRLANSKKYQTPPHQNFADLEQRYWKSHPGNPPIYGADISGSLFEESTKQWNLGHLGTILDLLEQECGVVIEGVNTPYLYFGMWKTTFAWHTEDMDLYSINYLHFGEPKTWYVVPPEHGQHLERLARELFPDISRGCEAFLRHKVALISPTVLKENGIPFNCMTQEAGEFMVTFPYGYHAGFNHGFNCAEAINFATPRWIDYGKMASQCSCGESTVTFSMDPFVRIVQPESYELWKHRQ
# SMN2 splice enh: enhancers of SMN2 splice variant expression; HEK293 SMN2-luciferase splicing reporter, luminescence, 30-36 h; Potency, µM (top dose mostly 46.1 µM), for the others: top-dose activity change, positive = activation, most hits filed as activators; hit rate 2.8% among 210,000; AID 1458; note: % of control where 0% means no effect; nearly all actives have a fitted effect of over 55% in size
#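 qHTS luciferase splicing reporter: luminescence rises when SMN2 exon 7 is included in transfected HEK293 cells. Compound exposure lasted 30-36 h at 37C, with 4.5 mM final sodium butyrate as control, followed by a ONE-Glo read.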
# Numbers without * were called inactive; i = inactive; ? = inconclusive; . = not tested or not shown; & = joins results of further samples; [ ] = dose if it differs, or a comment. Unless noted, calls come from the whole dose curve; as a rule, active = well fitted curve in the direction sought with a large enough effect; inconclusive = small, poorly fitted or top-dose-only effect, or another doubt; inactive = no such curve, though single readings can be large; an effect the other way counts as inactive or inconclusive. Potency is the fitted concentration of half-maximal effect.
No.	Structure	ALDH1A1 inh	GoLoco inh red	TR SRC2 fluor cs	TRb-SRC2 inh	LMNA splice mod	RECQ1 inh	JMJD2E inh	SMN2 splice enh
1	CCOc1ccc2nc(NCCNC(=O)Nc3cccc(C)c3)c(C#N)cc2c1	7.3%	3.2%	-0.2%	-1.2%	11.4%	-0.3%	-6.3%	-3.7%
2	Nc1nnc(CCS(=O)(=O)c2cc(Cl)ccc2Cl)s1	25.1µM*	-9.6%	-0.7%	-0.3%	-2.3%	-8.5%	5.0%	-3.1%
3	CCCCOc1cccc(OCCCC)c1C(=O)Nc1cc(C)on1	0.4%	-1.2%	-0.3%	-1.4%	10.0%	-1.0%	-1.1%	-22.9%
4	CC1(C)CC(NC(=O)CCC2CCCC2)CC(C)(C)N1	6.0%	9.6%	0.8%	-2.1%	6.2%	-11.7%	2.4%	-4.6%
5	CCCCCCC1NC(C(=O)O)CS1 (configuration not stated)	?	-9.8%	-4.1%	-1.2%	-4.7%	4.4%	-7.1%	20.6%
6	O=C(CCc1nc(-c2ccc(Cl)cc2)no1)NCC1CCCO1 (configuration not stated)	35.5µM*	0.1%	0.4%	-1.2%	?	18.9%	7.5%	-18.3%
7	Cc1ccc(-c2nnc(N3CCOCC3)c3ccccc23)cc1S(=O)(=O)NCc1cccnc1	31.8%[activator]	7.3%	1.8%	-2.0%	-3.5%[46 µM]	7.3%	12.9%	1.4%
8	CC(C)(C)C(=O)COC(=O)c1c2c(nc3ccccc13)CCC2	-15.1%	20.1%	-1.4%	3.4%	4.5%[46 µM]	i	?	6.1%
9	CCC(C)(C)NC(=O)CCn1c(-c2ccccc2)cc(C(C)=O)c1C	-10.1%	-3.6%	0.3%	-2.2%	.	-14.8%	2.1%	-2.8%
10	CCOC(=O)c1[nH]c2c(c1-c1ccccc1)C(=O)CC(c1ccccc1)C2 (configuration not stated)	11.2%	-3.8%	-2.7%	7.4%	8.9%	-3.0%	-5.9%	10.7%
11	CCN(CC)S(=O)(=O)c1ccc2[nH]cc(C(=O)NCCCN3CCCCC3)c(=O)c2c1	?	5.2%	0.7%	-11.0%	-6.6%	0.6%	?	-5.2%
12	Cc1cc(SCC(=O)Nc2cccc(S(=O)(=O)NC3=NCCCCC3)c2)c(C)cc1Br	?	6.6%	-4.9%	-8.5%	?	-19.1%	-2.6%	-4.7%
13	COc1cccc(C(=O)N(c2ccccc2)C2C=CS(=O)(=O)C2)c1 (configuration not stated)	4.0%	3.0%	0.3%	0.1%	.	-7.4%	7.5%	1.0%
14	COC(=O)c1ccc2c(c1)C(=O)/C(=C/c1ccc(O)cc1)O2	5.0%	41.8%[activator]	-19.8%	8.0%	-8.0%	-26.2%	-7.1%	-7.6%[1.84 µM]
15	O=C1COc2ccc(C(=O)NCc3ccco3)cc2N1	?	6.8%	-0.2%	-11.9%	1.5%	-12.9%	1.0%	-0.6%
16	N=c1sccn1CC(=O)Nc1ccc(S(N)(=O)=O)cc1	7.08µM*	5.6%	-5.3%	1.3%	-2.9%[46 µM]	i	8.8%	.
17	Cc1c(Cl)sn(-c2ccc(Cl)cc2)c1=O	1.78µM*	14.1µM*	1.4%	5.4%	.	28.6%	-0.9%	-99.0%[inhibitor]
18	C=CCOC(=O)N[C@H](c1ccco1)C(C(C)=O)C(C)=O	-11.6%	-8.9%	-1.3%	2.8%	.	-6.8%	-2.1%	22.8%
19	CCC(O)OC(O)CC (configuration not stated)	6.5%&11.2%	5.8%&3.6%	2.0%[5.17e+03 µM]	-2.0%[5.17e+03 µM]	.	2.8%&-0.2%	.	3.3%&-5.3%
20	O=c1[nH]c2ccc(NS(=O)(=O)c3ccc4ccccc4c3)cc2[nH]1	-7.8%	11.2%	-2.1%	-0.4%	-21.1%[46 µM]	-3.7%	-6.1%	4.2%
21	COC(=O)[C@H](Cc1ccccc1)NC(=O)N1CCC(C)CC1	-0.7%	-0.1%	-0.3%	-8.1%	-8.0%	14.6%	-4.3%	-7.8%
22	COCC(=O)NC1CC2CCC(C1)N2C(=S)Nc1ccccc1C(=O)OC (configuration not stated)	-15.7%	8.3%	-0.8%	3.7%	.	-16.9%	5.6%	.
23	CCC(O)C1CCN(C(=O)c2cc(COc3ccc4ncccc4c3)on2)CC1 (configuration not stated)	3.2%	2.8%	-2.6%	1.8%	2.5%[46 µM]	i	-3.8%	.
24	C=CCn1c(COc2ccc(F)cc2)nnc1SCC(=O)N1CC(=O)Nc2ccccc21	14.2%	.	-2.2%	2.6%	?	i	-0.8%	.
25	CCNC(=O)CSc1ncnc2sccc12	9.7%	26.6%	-6.7%	-9.8%	-0.7%	?	1.8%	1.5%
26	COC(=O)c1c(C)oc2ccc(N(C(=O)c3ccncc3)S(=O)(=O)c3ccc(C)cc3C)cc12	-6.3%	-4.9%	-6.9%	-3.0%	?	-17.2%	?	-62.2%[inhibitor]
27	CCOC(=O)/C(C#N)=C/Nc1cc(C(C)(C)C)sc1C(C)=O	3.5%	9.9%	-5.0%	-4.5%	?	-7.8%	15.4%	.
28	C=CCc1cc(C)ccc1OCCOCCC(C(=O)OCC)C(=O)OCC	?	-14.2%	0.3%[53 µM]	-0.3%[53 µM]	?	3.1%	1.4%	?
29	COc1ccccc1C1=NOC(Cn2c(NCC3CCCO3)nc3c2c(=O)n(C)c(=O)n3C)C1 (configuration not stated)	.	14.2%	-7.4%	-0.5%	.	-4.3%	2.0%	.
30	Cc1cccc(C(=O)OCC(=O)NC(C)CCc2ccccc2)c1 (configuration not stated)	-5.2%	-8.8%	-0.3%	-0.7%	5.9%[46 µM]	-12.3%	8.9%	9.7%
31	COc1cc(C2(O)CCCCC2C)cc(OC)c1OC (configuration not stated)	2.9%	-17.8%	-4.4%	5.9%	2.2%	-14.8%	-4.7%	7.5%
32	COCCn1c(SCC(=O)Nc2ccc3c(c2)CCC3)nc2ccccc2c1=O	-3.5%	7.7%	-4.6%	7.2%	-1.5%	-0.1%	0.6%	-27.5%
33	COc1ccc(C(=O)Oc2ccc3c(-c4ccc(OC)cc4)cc(=O)oc3c2)cc1	14.9%	-2.2%	-2.7%	6.4%	.	-7.3%	5.5%	-8.5%
34	O=c1c2ccccc2nc(SCc2ccc(F)cc2Cl)n1CCCN1CCOCC1	.	-2.9%	0.7%	16.1%	.	-14.8%	0.5%	.
35	CSc1ccccc1OC1CCN(Cc2ccccc2)CC1	-1.7%	13.4%	-2.4%[53 µM]	-4.7%[53 µM]	?	-7.7%	-3.1%	?
36	O=c1c2ccc([N+](=O)[O-])cc2ncn1CCOc1cccc(Br)c1	2.9%	3.6%	-3.9%	-6.9%	?	16.3%	-4.4%	-56.9%[inhibitor]
37	CC(C)(C)c1cc(C(=O)NNC(=O)Nc2cccc(Cl)c2)n(Cc2ccccc2)n1	8.0%	-3.1%	-0.9%	1.7%	.	-18.1%	-2.7%	.
38	COC(=O)CSc1cc([N+](=O)[O-])ccc1NC(=O)OC	?	-16.1%	-2.7%	-6.3%	.	-0.6%	-12.1%	-7.0%
39	CN(C)c1nc(-c2ccccn2)nnc1-c1ccccc1	-2.7%	-3.8%	0.0%	-4.9%	?	i	?	-78.4%[inhibitor]
40	Cc1cc(C)nc(N2CCCC(C(=O)Nc3nnc(C(C)C)s3)C2)n1 (configuration not stated)	-5.5%	1.1%	-7.8%	9.5%	-8.2%	2.6%	9.6%	4.7%
41	O=C(O)c1ccccc1C(=O)N1CCN(C(=O)c2ccccc2Cl)CC1	0.0%	-5.1%	-2.9%	0.5%	.	-13.4%	5.2%	-15.9%
42	Cn1ncc(Cl)c1C(=O)NC(=S)Nc1sc2c(c1C#N)CCCCC2	?	12.7%	-0.9%	0.7%	3.0%	-3.7%	12.1%	-17.1%
43	OC(CNCCc1ccccc1)COc1ccc(OCC(O)CNCCc2ccccc2)cc1 (configuration not stated)	.	-71.3%	0.4%	3.2%	.	i	9.7%	.
44	CC1CCc2nc3ccc(S(=O)(=O)N4CCC(C(=O)NC5CCCC5)CC4)cc3c(C(=O)O)c2C1 (configuration not stated)	39.8µM*	9.4%	1.8%	-0.7%	-2.8%	-6.6%	-22.1%	-13.0%
45	Cc1ccc2cc(CN(CC3CCCO3)C(=O)Nc3ccccc3F)c3nnnn3c2c1 (configuration not stated)	-7.3%	1.7%	0.8%	3.2%	.	0.0%	9.7%	7.6%
46	COc1cccc(NC(=O)C(Sc2nnnn2C)c2ccccc2)c1 (configuration not stated)	5.1%	9.5%	-0.8%	8.4%	5.2%[46 µM]	-5.1%	2.4%	7.8%
47	CSc1sc(C(=O)NCC2CC2)c2c1S(=O)(=O)N(C)c1ccccc1-2	.	4.6%	-2.1%	-0.4%	.	-8.9%	2.1%	.

# Full records as entered above:
# Results for Cc1ccc2cc(CN(CC3CCCO3)C(=O)Nc3ccccc3F)c3nnnn3c2c1 (configuration not stated) = ALDH1A1 inh: -7.3%; GoLoco inh red: 1.7%; TR SRC2 fluor cs: 0.8%; TRb-SRC2 inh: 3.2%; LMNA splice mod: .; RECQ1 inh: 0.0%; JMJD2E inh: 9.7%; SMN2 splice enh: 7.6%
# Results for CSc1sc(C(=O)NCC2CC2)c2c1S(=O)(=O)N(C)c1ccccc1-2 = ALDH1A1 inh: .; GoLoco inh red: 4.6%; TR SRC2 fluor cs: -2.1%; TRb-SRC2 inh: -0.4%; LMNA splice mod: .; RECQ1 inh: -8.9%; JMJD2E inh: 2.1%; SMN2 splice enh: .

# The list is partial. The share of hits here may be higher or lower than overall.
